# Source: PubChem BioAssay
# 14-3-3 PPI: modulators of 14-3-3 gamma protein binding, primary screen, biochemical, fluorescence polarization; 14-3-3 protein gamma (Homo sapiens), P61981; FP, 14-3-3gamma / TMR-pS259-Raf peptide binding; inhibition, % at 40 µM; 160,000 compounds, 0.19% hits; AID 422, 2006; in the data active = inhibition above about 30%;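 also: 0% = protein plus tracer without compound and 100% = blank with tracer alone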
# Target sequence (P61981 whole entry, looked up): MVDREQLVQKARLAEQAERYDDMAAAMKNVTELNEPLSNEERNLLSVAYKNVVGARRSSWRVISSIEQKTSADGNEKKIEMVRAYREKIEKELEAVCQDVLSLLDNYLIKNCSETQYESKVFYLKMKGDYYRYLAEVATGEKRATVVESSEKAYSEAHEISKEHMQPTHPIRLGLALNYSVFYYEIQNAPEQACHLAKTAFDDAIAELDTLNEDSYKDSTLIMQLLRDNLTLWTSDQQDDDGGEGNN
# * hit, by the source's call; & = joins results of further samples.
SMILES,14-3-3 PPI
CCN(CC)C(=O)C1CC(=O)N(c2ccc(F)c(Cl)c2)C1 (centres undefined),-8
CSc1nc(C)cc(Nc2ccc(C(N)=O)cc2)n1,-14
COc1ccc(S(=O)(=O)Nc2cccc(SC)c2)cc1OC,2
NS(=O)(=O)c1ccc(CCNC(=O)CCCn2c(=O)[nH]c3ccsc3c2=O)cc1,-5
Fc1ccccc1-c1nc(N2CCN(c3ccccn3)CC2)c2ccccc2n1,-6
COCc1cc(C)nc2sc(-c3ccc([N+](=O)[O-])cc3)c(NC(=O)c3ccccc3)c12,0
CC1CCN(S(=O)(=O)c2ccc3nc(-c4ccncc4)cc(C(=O)N4CCN(C)CC4)c3c2)CC1,-4
N=c1ncn(Cc2ccccc2)c2nc(SCCO)[nH]c12,1
CCOc1ccc(/C(O)=C2\C(=O)C(=O)N(CCN3CCOCC3)C2c2ccc(Cl)cc2)c(C)c1 (centres undefined),-11
C=CCOc1ccc(C2C(C(=O)OCC(C)C)=C(C)N=C3SCCC(=O)N32)cc1 (centres undefined),-4
Cc1ccc(C(=O)Nc2cccc(Br)c2)cc1S(=O)(=O)N1CCOCC1,0
O=C(Nc1ccc2c(c1)OCO2)c1cnn2cccnc12,-9
CCC(C)(C)C1CCC2(CC1)SCC(=O)N2c1ccc(Cl)cc1 (centres undefined),-8
Cc1ccc(S(=O)(=O)N(C(=O)c2ccncc2)c2ccc(OC(=O)c3ccncc3)c3ccccc23)cc1,3
O=C(c1ccc(N2CC3CC(C2)c2cccc(=O)n2C3)c(NS(=O)(=O)c2ccc(Br)cc2)c1)N1CCN(c2ccccc2)CC1 (centres undefined),-219
CS(=O)(=O)Nc1ccc(C(=O)NCCc2ccccc2)cc1,6
CCOc1ccccc1NC(=O)CN1C(=O)COc2ccc(Cl)cc21,1
CCOC(=O)c1cc(-c2ccc(Cl)cc2)no1,-9
O=[N+]([O-])c1ccc(N2CCN(Cc3nc(-c4ccccc4)no3)CC2)cc1,-11
O=c1cc(-c2ccncc2)[nH][nH]1,5
O=C1CC(c2ccccc2Cl)CC2=C1C(c1ccc3c(c1)OCO3)Nc1ccccc1N2 (centres undefined),0
CC1=C(C(=O)Nc2ccccc2F)C(c2ccc(N(C)C)cc2)C2=C(CCCC2=O)N1 (centres undefined),5
COC(=O)C1=CN(C)C=C(C(=O)OC)C1c1ccsc1,1
COC(=O)C1C(O)=C(C=NCC(C)N=CC2=C(O)C(C(=O)OC)C(C)(C)CC2=O)C(=O)CC1(C)C (centres undefined),3
O=C(c1ccc2nc(NC(=O)C34CC5CC(CC(C5)C3)C4)sc2c1)N1CCCCC1,2
COc1ccc(CNS(=O)(=O)c2ccc3nc(-c4ccccc4)[nH]c3c2)cc1,-11
O=C(Nc1nc(-c2ccc(S(=O)(=O)N3CCCC3)cc2)cs1)c1cccs1,-11
COc1ccc(-n2nnnc2-c2cccnc2)cc1,-17
CCn1nc(-c2ccccc2)c2nc3ccccc3nc21,1
CC(CCc1ccccc1)NC(=O)c1cc2sccc2n1C (centres undefined),2
C=CCOC(=O)C1=C(C)N=C2SCCC(=O)N2C1c1ccc(CC)cc1 (centres undefined),-7
CCOC(=O)N1CCC(N2Cc3cccc(C(=O)NCc4ccccn4)c3C2=O)CC1,6
O=C1CC(C(=O)Nc2ccc(Br)cc2)C2(CCCCC2)O1 (centres undefined),-7
Cc1cc(NCCc2ccccc2)n2c(nc3ccccc32)c1C#N,-11
Cc1ccc(-n2c(SCC(=O)Nc3ccc4c(c3)OCO4)nc3c([nH]c4ccccc43)c2=O)cc1,-6
Cc1cc(N2CCC(C)CC2)nc2ccc(NC(=O)CCC(=O)N3CCN(Cc4ccccc4)CC3)cc12,-2
CC(C)c1ccc(S(=O)(=O)N2CCN(C(=O)c3ccc(F)cc3)CC2)cc1,-16
O=C(COC(=O)c1ccc(Br)c([N+](=O)[O-])c1)c1cccc([N+](=O)[O-])c1,-3
COc1cc2c(cc1OC)C(C(=O)N1CCN(c3ccc(F)cc3)CC1)C(c1ccccc1F)N(C)C2=O (centres undefined),-4
COc1ccc2nc(NC(=O)C3COc4ccccc4O3)sc2c1 (centres undefined),6
Cc1ccc(C)c(NC(=O)C2CCN(S(=O)(=O)c3cccs3)CC2)c1,5
NC(N)=NC(=O)N1CCc2ccccc21,5
O=C(CCCC1=NS(=O)(=O)c2ccccc2N1)Nc1nccs1,-10
N#Cc1c(-c2ccco2)nc(N2CCCCC2)[nH]c1=O,-167
COC(=O)C1CCN(C(=O)COC(=O)CC(NC(N)=O)c2ccc(Cl)cc2)CC1 (centres undefined),-3
COCCn1c(C)cc(C(=O)COC(=O)C23CC4CC(CC(O)(C4)C2)C3)c1C,0
O=c1c2ccccc2nc(SNCCc2ccccc2)n1-c1ccccc1,-1
Cc1nnc(NC(=O)NCN2C(=O)C3C4C=CC(C4)C3C2=O)s1 (centres undefined),-5
CCOc1ccc(NC(=O)c2c(NCc3ccc(N(C)C)cc3)sc3c2CCC3)cc1,-208
Cc1ccc2c(c1)C(=O)c1cc(N)ccc1C2=O,-42

# (listing goes on)
SMILES,14-3-3 PPI
Cc1ccc(-n2c(CNc3ccc(F)cc3)nnc2SCC(=O)NCc2ccco2)cc1,-7
CCOC(=O)Cc1ccc(N(Cc2cccs2)S(=O)(=O)c2ccc([N+](=O)[O-])cc2)cc1,4
CSc1nc2sc3c(c2c(=O)n1C)CCC3,-15
O=C(CN1CCCCC1)Nc1ccc(OC(F)(F)F)cc1,-3
CCN(CC)S(=O)(=O)c1ccc2c(c1)N(CC(=O)N1CCOCC1)C(=O)CS2,0
O=C1NC(=O)c2cc(NC(=O)C3CCCCC3)ccc21,-1
Cn1c(=O)n(Cc2ccccc2F)c(=O)c2c1nc1n2CCCN1CCc1ccccc1,0
COc1ccccc1-c1nnc(SCC(=O)Nc2cc(C)on2)o1,-3
Cc1ccccc1N(CC(=O)NCc1ccc2c(c1)OCO2)C(=O)CCC(=O)Nc1ccccn1,10
CSc1nc2c(c(=O)[nH]1)C(c1ccc(N(C)C)cc1)C1=C(CC(C)(C)CC1=O)N2 (centres undefined),-14
CCOC(=O)N1CCC(N2C(=O)c3ccccc3C2Nc2ccccc2C)CC1 (centres undefined),0
CN(C(=O)CSc1nc2ccccc2n1CCc1ccccc1)C1CCS(=O)(=O)C1 (centres undefined),-8
CCOC(=O)c1nn(-c2ccc(C)cc2)c(=O)c2c(NC(=O)c3cc(C)cc(C)c3)scc12,-3
COc1ccc(N(CC(=O)NCc2cccnc2)S(=O)(=O)c2c(C)nn(C)c2C)cc1,-7
Cc1ccc2c(c1)N(Cc1ccncc1)C(=O)C(C)O2 (centres undefined),-9
CCn1c2ccccc2c2cc(NC(=O)N3CCOCC3)ccc21,-1
COCCn1c(SC(C)C(=O)Nc2ccc3c(c2)OCCO3)nc2ccccc2c1=O (centres undefined),-5
COc1ccccc1Nc1cc(C(=O)O)c2ccccc2n1,1
O=C(CC1SC(=O)NC1=O)Nc1ccccc1NC(=O)CC1SC(=O)NC1=O (centres undefined),-24
N#CC12CC(O)(CC(c3ccccc3)C1(C#N)C#N)NC2=O (centres undefined),-13
COc1ccc(C(=O)NCCn2ccc3ccccc32)cc1OC,6
O=C(NCCN1CCCCCC1)c1cc(=O)[nH]c2ccc(S(=O)(=O)N3CCCC3)cc12,-13
CCCN1C(=O)c2ccccc2NC1c1ccc(C)cc1 (centres undefined),-8
CCOC(=O)c1cnc2ccc(OCC)cc2c1NCCC1=CCCCC1,-9
N#CCSC1=Nc2ccccc2C2=NC(CCC(=O)NCc3ccc4c(c3)OCO4)C(=O)N12 (centres undefined),-16
O=C(NCCSc1c(-c2ccccc2)[nH]c2ccccc12)c1ccc2c(c1)OCO2,-5
CCc1ccccc1NC(=O)c1cc(-c2ccc(OC)c(OC)c2)on1,9
CCCn1nnc(NC(=O)COc2ccc(Cl)cc2)n1,0
O=C(O)CCn1c(=S)[nH]c2c(sc3ccccc32)c1=O,-15
Cc1c(C(=O)Nc2ccc3c(c2)OCO3)cccc1[N+](=O)[O-],-30
CCc1ccc(Sc2cc(C(=O)NCc3ccco3)c3ccccc3n2)cc1,-12
O=C(NCc1cccs1)c1ccc(N2CC3CC(C2)c2cccc(=O)n2C3)c(NC(=O)c2ccncc2)c1 (centres undefined),-8
CCCNc1nc2c(c(=O)n(C)c(=O)n2C)n1Cc1ccc(F)cc1,7&-5
O=C(Cc1cccc2ccccc12)Nc1ccc2nc(SCC(=O)NC3CCCCC3)sc2c1,-9
CCCCOc1ccccc1NC(=O)c1ccc(=O)[nH]c1,-4
O=C(O)c1ccc(COc2ccc(F)cc2)o1,-2
Cc1cc(C)nc(N2CCC(C(=O)Nc3ccc(Oc4ccccc4)cc3)CC2)n1,-2
O=C(CSc1cn(Cc2ccccc2Cl)c2ccccc12)Nc1ccc(F)cc1,5
COC(=O)c1ccc(OCC(O)CN(CCO)CCO)cc1 (centres undefined),-2
Cc1nc2c(c(C)nn2-c2ccccc2)c(C)c1Cl,-1
Cc1c(C(=O)NCc2ccc3c(c2)OCO3)oc2ccc(S(=O)(=O)N3CCCC3)cc12,-2
CC1CCN(C(=O)c2ccccc2NC(=O)c2cccc(S(=O)(=O)N3CCCCCC3)c2)CC1,0
CCOC(=O)c1c(-c2ccccc2)oc2ccc(Oc3c([N+](=O)[O-])ncn3C)cc12,-8
Cc1ccc(C)c(CSC2=NCCN2C(=O)c2ccc(F)cc2)c1,9
COc1ccc(C2CC(c3ccc(OC)c(OC)c3)=NN2C(=O)c2ccccc2)cc1 (centres undefined),-4
CN1CCN(S(=O)(=O)c2ccc(Sc3nc4ccccc4[nH]3)c3nsnc23)CC1,2
Cc1ccc(NC(=O)CS(=O)CC(=O)Nc2ccc3c(c2)OCO3)cc1Cl (centres undefined),-9
N#Cc1c(N=Cc2ccccc2)oc(-c2ccccc2)c1-c1ccccc1,-5
Cn1cccc1Cc1nnc(SCC(N)=O)n1-c1ccc(F)cc1,6
CC1CCN(S(=O)(=O)c2ccc(NC(=O)Cn3nnc(-c4ccccc4)n3)cc2)CC1,-3

# Additional compounds
SMILES,14-3-3 PPI
O=S(=O)(c1ccc(F)cc1)N1CCC(N2CCCC2)CC1,-1
Cn1c2c(c(=O)n(C)c1=O)C(c1cccc(O)c1)C1=C(CCCC1=O)N2 (centres undefined),-2
COC(=O)c1ccc2c(c1)sc(=NC(=O)c1ccc(S(=O)(=O)N3CCOCC3)cc1)n2C,-6
COc1ccc(Oc2ncnc3c2oc2ccc(Br)cc23)cc1,-3
CCCCOc1cccc(C(=O)Nc2cccc(-c3nc4ccccc4[nH]3)c2)c1,-42
C=CCn1c(COc2ccc(CC)cc2)nnc1SCC(=O)N(C)C1CCS(=O)(=O)C1 (centres undefined),-4
CN(C)CCN1C(=O)C2C3C=CC(C3)C2C1=O (centres undefined),-5
O=C(CCCn1c(=O)c2sccc2n(Cc2ccc([N+](=O)[O-])cc2)c1=O)NCc1ccco1,-2
CC(=O)Oc1ccc(C(c2ccc(OC(C)=O)cc2)c2ccccn2)cc1,5
COc1ccc(CCNS(=O)(=O)c2ccc3c(c2)CCN3C(C)=O)cc1OC,-1

# 18 entries from above, as tab-separated lines:
mol	14-3-3 PPI
CCOC(=O)c1c(-c2ccccc2)oc2ccc(Oc3c([N+](=O)[O-])ncn3C)cc12	-8
Cc1ccc(C)c(CSC2=NCCN2C(=O)c2ccc(F)cc2)c1	9
COc1ccc(C2CC(c3ccc(OC)c(OC)c3)=NN2C(=O)c2ccccc2)cc1 (centres undefined)	-4
CN1CCN(S(=O)(=O)c2ccc(Sc3nc4ccccc4[nH]3)c3nsnc23)CC1	2
Cc1ccc(NC(=O)CS(=O)CC(=O)Nc2ccc3c(c2)OCO3)cc1Cl (centres undefined)	-9
N#Cc1c(N=Cc2ccccc2)oc(-c2ccccc2)c1-c1ccccc1	-5
Cn1cccc1Cc1nnc(SCC(N)=O)n1-c1ccc(F)cc1	6
CC1CCN(S(=O)(=O)c2ccc(NC(=O)Cn3nnc(-c4ccccc4)n3)cc2)CC1	-3
O=S(=O)(c1ccc(F)cc1)N1CCC(N2CCCC2)CC1	-1
Cn1c2c(c(=O)n(C)c1=O)C(c1cccc(O)c1)C1=C(CCCC1=O)N2 (centres undefined)	-2
COC(=O)c1ccc2c(c1)sc(=NC(=O)c1ccc(S(=O)(=O)N3CCOCC3)cc1)n2C	-6
COc1ccc(Oc2ncnc3c2oc2ccc(Br)cc23)cc1	-3
CCCCOc1cccc(C(=O)Nc2cccc(-c3nc4ccccc4[nH]3)c2)c1	-42
C=CCn1c(COc2ccc(CC)cc2)nnc1SCC(=O)N(C)C1CCS(=O)(=O)C1 (centres undefined)	-4
CN(C)CCN1C(=O)C2C3C=CC(C3)C2C1=O (centres undefined)	-5
O=C(CCCn1c(=O)c2sccc2n(Cc2ccc([N+](=O)[O-])cc2)c1=O)NCc1ccco1	-2
CC(=O)Oc1ccc(C(c2ccc(OC(C)=O)cc2)c2ccccn2)cc1	5
COc1ccc(CCNS(=O)(=O)c2ccc3c(c2)CCN3C(C)=O)cc1OC	-1

# Remaining list, next part.
SMILES,14-3-3 PPI
COc1ccc(N2CCN(C(c3ccccc3OC)c3nnnn3Cc3ccco3)CC2)cc1 (centres undefined),1
Cc1ccsc1-c1nc(CSCC(=O)NCCN2CCCC2)c(C)o1,-1
O=C1CC(N2CCN(c3ccc(O)cc3)CC2)C(=O)N1Cc1cccs1 (centres undefined),-8
CC(C)NC(=O)C1CCCN(S(=O)(=O)c2cccs2)C1 (centres undefined),-22&-12
Cc1cc(N2CCN(C)CC2)nc2ccc(NC(=O)COc3ccc(Cl)cc3)cc12,-11
Cc1ccc(C2C3=C(Nc4c2c(=O)[nH]c(=O)n4C)c2ccccc2C3=O)cc1Cl (centres undefined),-39
COC(=O)CNC(=O)C1CCCN1C(=O)CNC(=O)OC(C)(C)C (centres undefined),-6
Cc1ccc(NC(=O)c2cccc(N3C(=O)c4cccc([N+](=O)[O-])c4C3=O)c2)cc1,-3
COC(=O)c1ccc(Cn2nc(C)c([N+](=O)[O-])c2C)o1,-2
CC(C)(C)C1CCc2c(sc(NC(=O)c3cccs3)c2C(=O)N2CCC(C(N)=O)CC2)C1 (centres undefined),-2
CNC(=O)c1cc(-c2ccccc2)nc2ccccc12,9
CCSCCOC(=O)C1=C(C)NC2=C(C(=O)C(C(=O)OC)C(C)C2)C1c1ccc(C)cc1 (centres undefined),1
CC(C)(C)C(=O)CSc1nc2ccccc2nc1Cc1ccc(F)cc1,-5
Cn1c(=O)[nH]c(=O)c2c1nc(N1CCCCCC1)n2CCSc1nc2ccccc2o1,-6

# The list is partial; count on the stated rates, not on these rows.
